# aGal spleen mod: alpha-galactosidase A (human) modulation | P06280 | human spleen homogenate, 4MU-alpha-Gal fluorescence, 40 min | hit rate 0.008% among 240,000 | Potency, µM (highest dose often 80 µM), inactives show at the highest dose activity change, negative = inhibition, most hits filed as inhibitors | AID 2107;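 further: potency means the concentration at half of the fitted maximal effect; 0% = enzyme with vehicle and -100% = no enzyme basal signal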
#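 Human spleen homogenate (1 ug) as enzyme source, 4-methylumbelliferyl-alpha-D-galactopyranoside 1 mM final, citrate/phosphate pH 5.0 with 0.01% Tween-20. Compounds 40 min at 37C, NaOH/glycine stop; fluorescence Ex 365/Em 440, Hill-fit AC50.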
# Epigenetic derep: derepresses silenced GFP reporter in murine cells | AID 1865 | hit rate 0.2% among 280,000 | Potency, µM (highest dose often 53.9 µM), for the others: top-dose GFP activation, hits mostly activators | murine LDR cells, GFP reporter derepression, 30 h; further: potency means the concentration at half of the fitted maximal effect; % of control where 0% means no effect; nearly all actives have a fitted effect of over 60% in size
#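 Reporter derepression read as number of fluorescent GFP-positive objects, 20-120 um in size, counted by laser-scanning cytometer. Mouse LDR line with an epigenetically silenced CMV-GFP locus; compound incubation 30 h, 37 C.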
# CBFb RUNX1 block: inhibitors of human CBF-beta and RUNX1 interaction | Q01196+Q13951 | AlphaScreen CBFb-His/RUNX1-biotin binding, biochemical | Potency, µM (series often up to 59.8 µM), inactives show at the top dose activity, negative = inhibition, most hits filed as inhibitors | 230,000 tested, under 10 active | AID 1477; further: % of control where 0% means no effect
#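 Proteins preincubated together for 20 min at RT before compound addition; 15 min later, nickel and streptavidin beads were added and left 90 min prior to AlphaScreen measurement.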
# NPSR antagonist: antagonists of human neuropeptide S receptor cAMP signaling | Q6W5P4 | CHO-NPSR cells, cAMP TR-FRET, antagonist mode | Potency, µM (top dose mostly 38.3 µM), without a hit: top-dose activity change, negative = inhibition, usual class: inhibitors | hit rate 1% among 220,000 | AID 1461; further: potency means the concentration at half of the fitted maximal effect; on the % scale 0 is the no-effect control and ±100 the full control effect; nearly all actives have a fitted effect of over 50% in size; many of its hits are not listed in these tables
# Target sequence (Q6W5P4 whole entry, looked up): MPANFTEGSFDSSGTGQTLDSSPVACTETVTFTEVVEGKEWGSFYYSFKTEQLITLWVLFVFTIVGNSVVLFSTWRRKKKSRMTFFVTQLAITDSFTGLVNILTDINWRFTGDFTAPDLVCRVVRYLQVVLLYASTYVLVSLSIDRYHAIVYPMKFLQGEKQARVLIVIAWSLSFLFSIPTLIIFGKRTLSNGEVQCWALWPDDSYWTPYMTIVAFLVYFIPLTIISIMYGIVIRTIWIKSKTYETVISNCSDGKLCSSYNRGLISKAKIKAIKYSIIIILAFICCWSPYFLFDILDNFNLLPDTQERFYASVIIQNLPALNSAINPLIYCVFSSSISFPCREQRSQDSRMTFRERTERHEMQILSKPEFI
# Tau fluor counter: counter-screen for tau fibril formation inhibitors | Potency, µM (titrated, usually from 57.7 µM), inactives show top-dose activity change, negative = decrease | hit rate 0.93% among 280,000 | tau K18 P301L (four-repeat tau fragment) Alexa594 fluorescence, heparin fibrillization; further: potency means the concentration at half of the fitted maximal effect; on the % scale 0 is the no-effect control and ±100 the full control effect; nearly all actives have a fitted effect of over 55% in size
#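 Human K18 P301L tau (15 uM unlabeled plus 0.24 uM Alexa 594-labeled, final) in 100 mM sodium acetate pH 7 was mixed with compound and 20 uM heparin and incubated 6 hr at 37 C.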
# Tau FP inhib: blocks human tau fibril formation measured by polarization; Potency, µM (highest dose often 57.7 µM), for the others: top-dose activity, negative = inhibition, most hits filed as inhibitors; AID 1468; K18 P301L tau heparin fibrillization, Alexa594 FP, 6 h; hit rate 0.39% among 280,000; further: potency means the concentration at half of the fitted maximal effect; on the % scale 0 is the no-effect control and ±100 the full control effect; nearly all actives have a fitted effect of over 55% in size
# Target sequence (P10636 561-689 P618L limits assumed): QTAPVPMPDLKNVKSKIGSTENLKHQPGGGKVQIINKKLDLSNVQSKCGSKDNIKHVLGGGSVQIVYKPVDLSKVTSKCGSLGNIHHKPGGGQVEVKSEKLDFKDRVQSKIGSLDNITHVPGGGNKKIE
#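 Quantitative HTS format: compounds meet 15 uM recombinant K18 P301L tau and Alexa 594-tau tracer in 100 mM sodium acetate pH 7; 20 uM heparin triggers fibrillization at 37 C over 6 hr; FP gives the signal.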
# TRb SRC2 PPI: TRbeta-SRC2 interaction inhibition; P10828; TRbeta-SRC2 peptide binding, fluorescence polarization; receptor liganded with 1 µM T3; Potency, µM (titrated, usually from 106 µM), inactives show top-dose activity change, negative = inhibition, most hits filed as inhibitors; hit rate 0.065% among 280,000; AID 1469;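 further: potency means the concentration at half of the fitted maximal effect; plate controls were bound peptide for no effect and peptide without receptor for full effect; nearly all actives have a fitted effect of over 50% in size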
# Target sequence (P10828 whole entry, looked up): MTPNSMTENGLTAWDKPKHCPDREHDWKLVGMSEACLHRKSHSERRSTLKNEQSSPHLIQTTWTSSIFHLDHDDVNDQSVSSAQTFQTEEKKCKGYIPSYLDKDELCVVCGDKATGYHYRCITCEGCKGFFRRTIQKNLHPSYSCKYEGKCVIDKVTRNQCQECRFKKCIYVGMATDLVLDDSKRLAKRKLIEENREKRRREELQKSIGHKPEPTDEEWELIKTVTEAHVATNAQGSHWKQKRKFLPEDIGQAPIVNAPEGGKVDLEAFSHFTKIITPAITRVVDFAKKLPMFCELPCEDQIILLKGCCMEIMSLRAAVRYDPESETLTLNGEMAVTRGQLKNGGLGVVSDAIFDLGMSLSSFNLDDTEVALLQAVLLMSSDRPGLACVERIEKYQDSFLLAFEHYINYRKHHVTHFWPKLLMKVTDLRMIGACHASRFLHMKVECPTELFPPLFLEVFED
#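 Binding of a 20-amino-acid Texas Red SRC2 peptide (20 nM) to TRb ligand-binding domain (0.6 uM) with agonist T3 at 1 uM was followed by fluorescence polarization after a 5 hr room-temperature incubation.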
# TexasRed fluor: alters Texas Red total fluorescence, flagging assay interference; TRb/SRC2 Texas Red total fluorescence interference; Potency, µM (series often up to 106 µM), without a hit: at the top dose fluorescence change, negative = quenching; hit rate 0.29% among 280,000; AID 1479; active means well fitted curve in either direction with a large enough effect; inconclusive means small, poorly fitted or top-dose-only effect; further: potency means the concentration at half of the fitted maximal effect; on the % scale 0 is the no-effect control and ±100 the full control effect
#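 Human TRβ ligand-binding domain (0.6 uM) and Texas Red SRC2 peptide (20 nM) in Tris buffer with 1 uM T3 and 5% DMSO were incubated with pinned compound for 5 hr at ambient temperature. Total fluorescence was computed as S + 2P (555/632 nm).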
# * = called active by the depositor; u = inconclusive; x = not tested or not shown; [ ] = remark or other dose. Unless noted, the call rests on the fitted dose curve; in most records, active means well fitted curve in the direction sought with a large enough effect; inconclusive means small, poorly fitted or top-dose-only effect, or another doubt; inactive means no such curve, though single readings can be large; an effect the other way counts as inactive or inconclusive. A portion of the library; count on the stated rates, not on these rows.
# Field names – A = aGal spleen mod; B = Epigenetic derep; C = CBFb RUNX1 block; D = NPSR antagonist; E = Tau fluor counter; F = Tau FP inhib; G = TRb SRC2 PPI; H = TexasRed fluor
Cc1ccc(CSC2=Nc3ccccc3C3=NC(CC(=O)NC4CCCCC4)C(=O)N23)c(C)c1 (stereo not given)
  A: x | B: -1.3% | C: x | D: x | E: -4% | F: 2% | G: -2% | H: -6%

COc1ccc(OC)c(CNS(=O)(=O)c2cc(-c3onc(C)c3C)ccc2C)c1
  A: x | B: -2.0% | C: x | D: x | E: -19% | F: -3% | G: 6% | H: 2%

N/C(=N\OC(=O)CCC1CCCC1)c1ccccn1
  A: 1% | B: -3.2% | C: 13% | D: 26% | E: 3% | F: 7% | G: -7% | H: -4%

O=C(CN(Cc1ccccc1)S(=O)(=O)c1ccccc1)N/N=C/c1ccc([N+](=O)[O-])cc1
  A: 3% | B: -1.6% | C: u | D: -36% | E: 14% | F: 0% | G: -2% | H: -1%

CN(C)C(CNC(=O)Nc1cccc(Cl)c1)c1cccnc1 (stereo not given)
  A: 7% | B: 0.0% | C: 12% | D: -2%[46.1 µM] | E: 0% | F: 1% | G: 1% | H: -3%

O=Cc1cn(CC(=O)N2CCCc3ccccc32)c2ccccc12
  A: 6% | B: -0.8% | C: -8% | D: 4%[46.1 µM] | E: -3% | F: 5% | G: -2% | H: -5%

CCC(C)n1nnc2c(=O)oc3ccccc3c21 (stereo not given)
  A: -7% | B: -0.2% | C: 0% | D: -2%[46.1 µM] | E: 10% | F: 3% | G: -3% | H: 1%

O=C(CSc1nc(C2CCCCC2)n(-c2ccccc2)n1)NCCN1C(=O)CSC1=O
  A: 1% | B: 0.8% | C: 7% | D: -25%[46.1 µM] | E: -8% | F: -9% | G: -12% | H: 1%

CC(C)(C)NC(=O)C(c1cccs1)N(Cc1ccc(F)cc1)C(=O)c1csnn1 (stereo not given)
  A: 6% | B: 1.1% | C: 21% | D: u | E: -10% | F: -6% | G: 4% | H: -2%

O=C(CCNS(=O)(=O)c1ccc(Br)s1)Nc1ccc(Cl)cc1
  A: 1% | B: -1.0% | C: 11% | D: -5%[46.1 µM] | E: -26% | F: -12% | G: 0% | H: 1%

CCc1ccc(NC(=O)C(C)n2nnc3sc(-c4ccccc4)cc3c2=O)cc1 (stereo not given)
  A: x | B: 2.6% | C: x | D: x | E: -17% | F: u | G: 3% | H: -2%

COc1ccc2[nH]c(=O)c(CN(CC3CCCO3)C(=S)Nc3cccc(C)c3)cc2c1 (stereo not given)
  A: 4% | B: 0.0% | C: 10% | D: u | E: -29% | F: -8% | G: -4% | H: -6%

CCOC(=S)SCC(=O)Nc1nc(-c2ccc(Br)cc2)cs1
  A: -1% | B: 1.0% | C: -4% | D: -59% | E: u | F: u | G: 5% | H: 2%

COC(=O)C1=CN(C2CC2)C=C(C(=O)OC)C1c1ccc(C(=O)OC)cc1
  A: 3% | B: 3.0% | C: 28% | D: -24%[46.1 µM] | E: -3% | F: -11% | G: -2% | H: 0%

CC(C)(C)S(=O)(=O)c1cnc2c(-c3ccsc3)cnn2c1N
  A: 2% | B: 7.1% | C: 17% | D: -16% | E: 1% | F: -13% | G: 1% | H: -4%

CC(C)C1Oc2ccccc2N(CC(=O)N(Cc2ccccn2)CC2CCCO2)C1=O (stereo not given)
  A: -18% | B: 2.0% | C: -1% | D: 11%[7.67 µM] | E: -2% | F: -7% | G: -12% | H: 2%

Cc1cc(C)n(-c2cc(Oc3ccccc3)ncn2)n1
  A: 19% | B: 0.0% | C: 9% | D: -9%[46.1 µM] | E: -10% | F: 2% | G: 7% | H: -4%

CCc1nnc(NC(=O)CSc2nc(C3CCCCC3)nc3ccccc23)s1
  A: -3% | B: 0.4% | C: -3% | D: 11%[46.1 µM] | E: -5% | F: 3% | G: 0% | H: 1%

CC(Sc1nc2ccccc2s1)C(=O)c1c(N)n(C)c(=O)n(C)c1=O (stereo not given)
  A: -1% | B: -4.4% | C: 1% | D: -4% | E: -19% | F: -13% | G: -2% | H: 1%

C=CCn1c(SCC(=O)c2[nH]c(C)c(C(=O)OCC)c2C)nc2scc(-c3ccc(OC)c(OC)c3)c2c1=O
  A: 7% | B: -1.0% | C: 0% | D: -23% | E: -11% | F: -1% | G: -4% | H: -1%

COc1ccc(C2C(C#N)=C(N)Oc3cc(C)n(CCN4CCOCC4)c(=O)c32)cc1OC (stereo not given)
  A: 11% | B: -1.1% | C: 3% | D: 0%[46.1 µM] | E: 0% | F: -5% | G: 13% | H: -3%

C#CCn1c(C2CC(=O)N(c3ccc(OC)cc3)C2)nc2ccccc21 (stereo not given)
  A: x | B: 1.6% | C: x | D: x | E: -8% | F: -1% | G: 1% | H: -1%

Cc1ccc(-c2nc3ccccc3s2)cc1S(=O)(=O)N1CCOCC1
  A: -1% | B: -0.3% | C: 0% | D: -17%[46.1 µM] | E: u | F: -8% | G: -2% | H: -3%

Cc1cc(C(=O)NC(C)c2ccncc2)no1 (stereo not given)
  A: 4% | B: 7.8% | C: 3% | D: 6%[46.1 µM] | E: 5% | F: 6% | G: 7% | H: 1%

O=S(=O)(NCCS(=O)(=O)N1CCN(c2cccc(Cl)c2)CC1)c1ccc(F)cc1
  A: x | B: 0.0% | C: x | D: x | E: -14% | F: -11% | G: 0% | H: -6%

COC(=O)[C@@]1(Cc2ccccc2)[C@H]2c3cc(C(=O)N(C)C)n(CCSCCO)c3C[C@H]2CN1C(=O)c1ccccc1
  A: 3% | B: -4.0% | C: -13% | D: x | E: 4% | F: 1% | G: 2% | H: 0%

O=C(Cc1cccs1)NC1CC(=O)N(c2ccccc2)C1 (stereo not given)
  A: x | B: 2.4% | C: x | D: x | E: 2% | F: 2% | G: -1% | H: 1%

Cc1ccc(NC(=O)c2nsc(Cl)c2Cl)cc1
  A: -1% | B: 3.3% | C: 10% | D: -10% | E: -4% | F: 12% | G: 2% | H: -3%

CC(C)N1C(=O)CCC1C(=O)NCCc1ccccc1 (stereo not given)
  A: -3% | B: 0.1% | C: -3% | D: -22%[46.1 µM] | E: 0% | F: -3% | G: 3% | H: 1%

O=C(NCCCCc1ccccc1)C1CC(c2ccccc2[N+](=O)[O-])=NO1 (stereo not given)
  A: 7% | B: -0.2% | C: 0% | D: -14%[46.1 µM] | E: -16% | F: 13% | G: 2% | H: -3%

COc1cc(OC)c(S(=O)(=O)N2CCCCC2)cc1S(=O)(=O)N1CCCCC1
  A: -1% | B: -1.1% | C: 4% | D: -10%[46.1 µM] | E: -7% | F: -2% | G: 2% | H: -1%

COC(=O)c1ccccc1NC(=O)C1CCCN(C(=O)c2cnn(-c3ccc(F)cc3)c2-n2cccc2)C1 (stereo not given)
  A: x | B: 1.3% | C: x | D: x | E: -5% | F: 0% | G: 0% | H: -1%

Oc1cccc(/C=N\Nc2nncc(-c3ccccc3)n2)c1
  A: -4% | B: 1.4% | C: 2% | D: -11% | E: 21% | F: 8% | G: -5% | H: 0%

C/C=C/c1ccc(OCCCCOc2ccccc2C(C)=O)c(OC)c1
  A: -9% | B: -1.0% | C: u | D: -8% | E: -12% | F: -5% | G: 2% | H: -3%

COC(=O)c1sc2ccccc2c1-n1cccc1C(=O)C(=O)Nc1ccccc1
  A: 2% | B: -1.1% | C: -1% | D: -19%[46.1 µM] | E: -19% | F: -7% | G: -6% | H: 1%

O=C(COC(=O)c1cccc(S(=O)(=O)NCc2ccccc2)c1)Nc1ccccc1OC(F)F
  A: 6% | B: 0.6% | C: -7% | D: -13%[46.1 µM] | E: -24% | F: -14% | G: 5% | H: -3%

NC(=O)COc1ccc(/C=N/NC(=O)C2CCCN2S(=O)(=O)c2ccc(Cl)cc2)cc1 (stereo not given)
  A: 2% | B: -2.5% | C: -6% | D: -13%[46.1 µM] | E: -1% | F: -1% | G: -21% | H: 0%

COCCCN1C(=O)c2[nH]nc(-c3ccccc3O)c2C1c1ccc(OC)cc1 (stereo not given)
  A: x | B: 9.3% | C: x | D: x | E: -26% | F: -3% | G: -2% | H: -10%

Cc1ccc(N2CCN(C(=O)Cc3c(C(=O)O)c(C)cn3C)CC2)c(C)c1
  A: x | B: -1.3% | C: x | D: x | E: -5% | F: -2% | G: 1% | H: 2%

Cc1ccc(CN=c2c([N+](=O)[O-])nn(-c3ccc4c(c3)OCCO4)n2O)cc1
  A: 11% | B: 3.3% | C: 2% | D: 10% | E: 3% | F: 12% | G: 0% | H: 0%

CCCC(CCC(=O)OC)(C(=O)OCC)c1csc(N)n1 (stereo not given)
  A: 1% | B: 1.3% | C: 3% | D: -6%[46.1 µM] | E: -9% | F: -3% | G: 0% | H: -1%

CCCn1cc(SCC(=O)NCc2ccc3c(c2)OCO3)c2ccccc21
  A: -2% | B: -0.8% | C: 5% | D: -26%[46.1 µM] | E: -15% | F: 8% | G: 3% | H: 1%

# Some of the entries above in a different format.
# Below each compound: aGal spleen mod	Epigenetic derep	CBFb RUNX1 block	NPSR antagonist	Tau fluor counter	Tau FP inhib	TRb SRC2 PPI	TexasRed fluor
COC(=O)c1ccccc1NC(=O)C1CCCN(C(=O)c2cnn(-c3ccc(F)cc3)c2-n2cccc2)C1 (stereo not given)
    x	1.3%	x	x	-5%	0%	0%	-1%
Oc1cccc(/C=N\Nc2nncc(-c3ccccc3)n2)c1
    -4%	1.4%	2%	-11%	21%	8%	-5%	0%
C/C=C/c1ccc(OCCCCOc2ccccc2C(C)=O)c(OC)c1
    -9%	-1.0%	u	-8%	-12%	-5%	2%	-3%
COC(=O)c1sc2ccccc2c1-n1cccc1C(=O)C(=O)Nc1ccccc1
    2%	-1.1%	-1%	-19%[46.1 µM]	-19%	-7%	-6%	1%
O=C(COC(=O)c1cccc(S(=O)(=O)NCc2ccccc2)c1)Nc1ccccc1OC(F)F
    6%	0.6%	-7%	-13%[46.1 µM]	-24%	-14%	5%	-3%
